# SIAH1 antagonists = Siah-1 peptide-binding antagonists, primary screen, biochemical, fluorescence polarization, rhodamine-plectin, uHTS (AID 1817). Siah-1 / rhodamine-plectin peptide fluorescence polarization; higher % means a stronger effect. one-dose displacement, % at 20 µM; IC50 in µM for titrated hits. 290,000 compounds, 0.02% hits;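 active = displacement of at least 50% at 20 µM, with a fluorescence ratio check between 0.3 and a set limit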;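 also: plate controls were Siah plus tracer with DMSO for no effect and tracer alone without Siah for full effect; strong numbers were not always called active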
# K1F lysis inhibition = protection from phage-mediated lysis, alamar blue read-out – E. coli UTI89, K1F phage, bacterial capsule biogenesis inhibitors (AID 488966); 340,000 compounds, 0.02% hits; E. coli UTI89 K1F phage lysis, alamar blue, 2 h; higher % means a stronger effect; inhibition, % at 100 µM, or IC50 in µM where a hit was titrated;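 active = phage lysis inhibition, versus mean bacterial control, above a set limit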;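 also: capsule biogenesis inhibitors block K1F phage lysis so surviving cells raise fluorescence; higher fluorescence means more inhibition of phage lysis; actives were called in the ten point dose series up to 300 µM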
# Lipid droplet = modulators of hepatic lipid droplet formation. AML12 mouse hepatocytes, oleate lipid droplets, BODIPY imaging. 240,000 compounds, 0.4% hits. AID 1656. inhibition, % at 6.5 µM;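 active = lipid droplet intensity inhibited by at least 50%, with more than 500 cells counted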
#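 Test system: AML12 mouse liver cells; schedule: overnight exposure; technique: high-content imaging of BODIPY-stained droplets and DAPI nuclei; read-out: % inhibition of corrected integrated BODIPY droplet signal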
# Lipid droplet cells 6.5 µM = recorded beside Lipid droplet, whose call it bears; cell count; measured here: cell count, cytotoxicity flag;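 cells counted across two imaged fields per well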
# * = called active by the depositor; . = not tested or not shown. An excerpt; rates above refer to the full screens.
# Short keys: A = SIAH1 antagonists; B = K1F lysis inhibition; C = Lipid droplet; D = Lipid droplet cells 6.5 µM
CN(C)CC/C=C1/c2ccccc2COc2ccc(CC(=O)O)cc21
  A = .	B = 1.7%	C = .	D = .
O=C1c2c(O)ccc(O)c2C(=O)c2c(NCCNCCO)ccc(NCCNCCO)c21
  A = .	B = 211µM*	C = .	D = .
CC[C@]12CCCN3CCc4c(n(c5ccccc45)[C@](O)(C(=O)OC)C1)[C@@H]32
  A = .	B = 0.8%	C = .	D = .
CC1O[C@@H](OCC2O[C@@H](Oc3cc(O)c4c(c3)OC(c3ccc(O)cc3)CC4=O)[C@H](O)[C@@H](O)[C@@H]2O)[C@H](O)[C@H](O)[C@H]1O (stereo partly drawn)
  A = .	B = 0.0%	C = .	D = .
CC(=O)OCC(=O)[C@@]1(O)CC[C@H]2[C@@H]3CCC4=CC(=O)C=C[C@]4(C)[C@@]3(F)[C@@H](O)C[C@@]21C
  A = .	B = 2.9%	C = .	D = .
O=C(Nc1cc(-c2ccccc2)nn1-c1ccccc1F)c1ccc([N+](=O)[O-])cc1
  A = .	B = 0.5%	C = .	D = .
CCc1ccccc1OC[C@@H](O)CN[C@H]1CCCc2ccccc21
  A = .	B = -6.3%	C = .	D = .
Cn1ccc2cc3c(cc21)CCN3C(=O)Nc1cccnc1
  A = .	B = 4.6%	C = .	D = .
C[C@H](CCC(=O)O)[C@H]1CC[C@H]2[C@@H]3[C@H](O)C[C@@H]4C[C@H](O)CC[C@]4(C)[C@H]3CC[C@]12C
  A = .	B = -0.4%	C = .	D = .
Cc1nc2c3ccccc3nc(NNC(=O)CCC(=O)N3CCN(c4ccccc4F)CC3)n2n1
  A = -2.0%	B = 0.2%	C = -11.6	D = 679
C=C[C@H]1CN2CCC1C[C@H]2[C@H](O)c1ccnc2ccc(OC)cc12 (stereo partly drawn)
  A = -0.6%	B = 8.9%	C = -13.2	D = 750
CCC(C(=O)Nc1ccccc1N1CCCC1)c1ccccc1 (stereo not drawn)
  A = -0.3%	B = 0.0%	C = -1.6	D = 687

# Entries of single compounds, looked up by structure. Order of values: SIAH1 antagonists | K1F lysis inhibition | Lipid droplet | Lipid droplet cells 6.5 µM
# `CCc1ccccc1OC[C@@H](O)CN[C@H]1CCCc2ccccc21` in the list: . | -6.3% | . | .
# `CC(=O)OCC(=O)[C@@]1(O)CC[C@H]2[C@@H]3CCC4=CC(=O)C=C[C@]4(C)[C@@]3(F)[C@@H](O)C[C@@]21C` in the list: . | 2.9% | . | .

# Sorted by value in SIAH1 antagonists (lowest first): 3 from the list above
canonical_smiles	SIAH1 antagonists
Cc1nc2c3ccccc3nc(NNC(=O)CCC(=O)N3CCN(c4ccccc4F)CC3)n2n1	-2.0%
C=C[C@H]1CN2CCC1C[C@H]2[C@H](O)c1ccnc2ccc(OC)cc12 (stereo partly drawn)	-0.6%
CCC(C(=O)Nc1ccccc1N1CCCC1)c1ccccc1 (stereo not drawn)	-0.3%

# Among those listed so far, these have a COOH group:
# Short keys: A = SIAH1 antagonists; B = K1F lysis inhibition; C = Lipid droplet; D = Lipid droplet cells 6.5 µM
CN(C)CC/C=C1/c2ccccc2COc2ccc(CC(=O)O)cc21
  A = .	B = 1.7%	C = .	D = .
C[C@H](CCC(=O)O)[C@H]1CC[C@H]2[C@@H]3[C@H](O)C[C@@H]4C[C@H](O)CC[C@]4(C)[C@H]3CC[C@]12C
  A = .	B = -0.4%	C = .	D = .

# Screening results: PubChem, several laboratories
